Source: PubChem
Nrf2 block: Nrf2 pathway inhibition; Potency, µM (top dose mostly 46 µM), without a hit: at the top dose activity change, negative = inhibition, usual class: inhibitors; actives 2.1% (n = 360,000); AID 504444; A549 ARE-Fluc reporter, luciferase luminescence, 18-24 h; note: potency is the fitted concentration of half-maximal effect; % is set by controls: 0 for no effect and ±100 for the full control effect; nearly all actives have a fitted effect of over 60% in size
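Nrf2 activity is the BugLite luminescence, read 15 min after reagent at room temperature, following CellTiter-Fluor cytotoxicity readout (30 min, 37C). Compound titrations were applied for 18-24 h to 5000 A549 ARE_Fluc cells/well in 5% FBS OPTI-MEM.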
HepG2 viability: kills HepG2 cells in TGF-b inhibitor counter-screen | HepG2 CAGA-GFP viability, ATP luminescence, 18 h | Potency, µM (highest dose often 46.1 µM), for inactives: at the top dose activity change, negative = cytotoxicity, usual class: cytotoxic | actives 0.76% (n = 410,000) | AID 588856; note: potency is the fitted concentration of half-maximal effect; some results filed as inactive show a strong effect at the top dose
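CellTiter-Glo luminescence gave cytotoxicity after 18 hours at 37 degrees C. The cells were HepG2 CAGA-GFP in 1% FBS DMEM, stimulated with 500 pg/mL TGF-beta after compound addition. %Activity was normalised to no-cell wells (complete cell-killing) and DMSO (no toxicity), and curves were fitted and classified.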
Abeta yeast res: compounds reversing amyloid beta toxicity in yeast; Potency, µM (highest dose often 46.1 µM), without a hit: at the top dose growth rescue, hits mostly activators; AID 1347071; actives 0.063% (n = 410,000); yeast expressing A-beta42, growth rescue, OD600, 48 h; response scale: 0% DMSO, 100% iron-clioquinol control; note: potency is the fitted concentration of half-maximal effect; nearly all actives have a fitted effect of over 55% in size
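Growth rescue measured by 600 nm absorbance after 48 h yeast culture at 30 C with compound. Values normalized between DMSO and an equimolar ferric chloride plus clioquinol control.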
A549 viability: kills or reduces viability of A549 cells in Nrf2 counter-screen. actives 0.16% (n = 390,000). Potency, µM (doses to about 46 µM), for the others: at the top dose activity change, negative = cytotoxicity, hits mostly inhibitors. A549 ARE-Fluc cells, CellTiter-Fluor viability, 18-24 h; note: potency is the fitted concentration of half-maximal effect; % is set by controls: 0 for no effect and ±100 for the full control effect
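A549 ARE-Fluc cells in 5% FBS OPTI-MEM, 5000 cells/well, rested 2 h then exposed to compounds in concentration-response for 18-24 h at 37 °C. Viability by CellTiter-Fluor fluorescence (Ex 405/Em 525) after 30 min; luciferase luminescence (BugLite, 15 min, RT) read afterwards.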
CCT modulator: changes cytosolic chaperonin activity | purified chaperonin ATPase assay, HTRF ADP detection, 30 min | activity change, % (test concentration not listed), hits read low | actives 0.3% (n = 360,000); in the data active = activity change below about -30%; note: % is set by controls: 0 for no effect and ±100 for the full control effect
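ATPase activity: ADP formed was measured by HTRF Transcreener (665/615 nm ratio) after 30 min at 37 deg C with 10 uM ATP. Compounds screened at one 76 uM concentration against 40 or 20 nM TRiC in Tris pH 7.4/KCl/MgCl2/DTT buffer.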
TGFb inhibitor: inhibitors of TGF-b signaling. HepG2 CAGA-GFP TGF-b/SMAD3 reporter, GFP fluorescence, 18 h; TGF-beta stimulated, 500 pg/mL final. Potency, µM (highest dose often 46.1 µM), for inactives: top-dose activity, negative = inhibition, actives largely listed as inhibitors. actives 1.2% (n = 410,000); note: potency is the fitted concentration of half-maximal effect; % is set by controls: 0 for no effect and ±100 for the full control effect; nearly all actives have a fitted effect of over 65% in size
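HEPG2 CAGA-GFP, 1000 cells/well; 2 h settle, 37 C; cpd via pin tool; TGF-b 500 pg/mL final; 18 h, 37 C; GFP imaging ex488/em500-530; %Activity normalised to -TGF-b and +DMSO controls; CRC fit, curve class.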
MmCpn inh: blocks the Methanococcus maripaludis chaperonin Mm-Cpn. actives 0.031% (n = 330,000). purified Mm-Cpn ATPase, ADP Transcreener TR-FRET. Potency, µM (titrated, usually from 76.9 µM), for the others: top-dose activity, negative = inhibition, hits mostly inhibitors; note: potency is the fitted concentration of half-maximal effect; % is set by controls: 0 for no effect and ±100 for the full control effect; nearly all actives have a fitted effect of over 80% in size
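Purified archaeal chaperonin (25 nM final) was preincubated with compound for 10 min at 37°C, then ATP (10 uM final) was added for 30 min at 37°C in Tris pH 7.4/KCl/MgCl2/DTT buffer. ADP was quantified by HTRF Transcreener TR-FRET.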
Akt phos inh: Akt phosphorylation inhibition; Neuro2A IGF-stimulated pAkt S473 HTRF, 20 min; hits give low values; activity change, % for hits at 50 µM; actives 0.32% (n = 360,000); in the data active = activity change below about -80%; inconclusive = mostly about -51% to -80%; note: % is set by controls: 0 for no effect and ±100 for the full control effect
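Single-point screen (50 µM final compound) in Neuro2A cells stimulated 20 min with 6 nM IGF at 37 deg C. After lysis, Ser473-phosphorylated Akt read by HTRF (ex 330 nm, em 615/665 nm) as the 665/615 ratio.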
Nrf2 activator: Nrf2 pathway activation; actives 0.31% (n = 410,000); AREc32 ARE-luciferase reporter (MCF7-derived line), luminescence, 24 h; Potency, µM (series often up to 46.1 µM), for inactives: top-dose activation, usual class: activators; note: potency is the fitted concentration of half-maximal effect; % of control where 0% means no effect; nearly all actives have a fitted effect of over 65% in size
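Cells of the AREc32 ARE-luciferase line are plated in OPTI-MEM containing 5% FBS and left overnight at 37 deg C. Compounds are pinned in, incubation continues 24 hr, and firefly luciferase signal is then measured.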
Starred values were filed as active, the others as inactive; i = inactive; ? = inconclusive; . = not tested or not shown; & = joins results of further samples; [ ] = another dose, or the depositor's remark. Unless noted, calls come from the whole dose curve; as a rule, active = well fitted curve in the direction sought with a large enough effect; inconclusive = small, poorly fitted or top-dose-only effect, or another doubt; inactive = no such curve, though single readings can be large; an effect the other way counts as inactive or inconclusive.

SMILES	Nrf2 block	HepG2 viability	Abeta yeast res	A549 viability	CCT modulator	TGFb inhibitor	MmCpn inh	Akt phos inh	Nrf2 activator
CCC(=O)C1=C(c2ccc(F)cc2)N(C(=O)CC)n2cnnc2S1	.	-84.7%	-20.7%	-12.3%	.	?	.	.	9.8%
Cc1ccc(CN2C(=O)c3ccccc3Sc3ccc(C(=O)NCCCN4CCOCC4)cc32)cc1	-2.5%	-6.0%&-65.0%	0.2%	?	-0.7	-11.9%&0.0%	-3.9%	i	-0.4%&7.1%
COC(=O)CCC(=O)N1CCCC(CO)(Cc2ccccc2C)C1 (stereo not given)	9.1%	6.9%	2.7%	-2.8%	0.3	-4.0%	0.3%	i	-0.3%
CN(C)CCCNC(=O)c1cc(C(=O)c2cccc(Cl)c2Cl)c[nH]1	0.1%	-2.9%	0.1%	7.1%	-0.8	7.8%	0.7%	i	-0.2%
O=C(N/N=C/c1ccc[nH]1)c1ccccc1OCc1ccc(F)cc1	46.8%	25.2%	-17.0%	1.4%	0.6	-1.7%	-0.6%	i	0.9%
O=C(CSc1nnc(NC(=O)c2ccccc2F)s1)Nc1ccccc1F	?	-18.3%	-5.0%	0.9%	-9.0	-1.6%	1.8%	i	4.2%
O=C(CC1SC(N2CCCCC2)=NC1=O)Nc1ccc(C(=O)O)cc1 (stereo not given)	9.7%	-21.7%	-16.9%	12.6%	0.6	15.6%	-4.1%	i	-0.3%
O=C(NCc1ccccc1Br)c1cccc2c1C(=O)c1ccc(-c3ccc(OC(F)(F)F)cc3)cc1S2(=O)=O	?	-7.3%	-0.8%	?	1.0	-0.1%	-1.9%	i	-0.6%
COc1cc(OC)cc(C(=O)Nc2nc3ccccc3[nH]2)c1	12.5%	-35.0%	3.8%	-18.0%	0.8	-54.8%	0.5%	.	11.0%
CC1(C(=O)N2CCN(Cc3ccccc3Cl)CC2)CC1(Cl)Cl (stereo not given)	7.9%	-12.3%	8.7%	-13.3%	0.5	-19.7%	-2.9%	i	2.8%
CC1=CC(C)(C)N=C(NC#N)N1	6.8%	6.9%	16.9%	-9.1%	-2.3	22.6%	0.5%	i	-0.3%
Clc1ccccc1Nc1nnc(-c2ccncc2)s1	?	-96.0%	-52.8%[inhibitor]	0.4%	-1.0	-6.7%	1.7%	i	-1.5%
O=C(Cc1ccccc1Cl)Nc1nc2ccccc2[nH]1	8.8%	-10.4%	19.1%	-2.0%	-0.6	4.0%	-0.1%	i	4.6%
COc1ccc(CC(=O)OCc2cc3ccccc3[nH]c2=O)cc1	4.1%	-1.4%	1.3%	-2.2%	-2.9	-16.7%	-12.3%	i	0.0%
CN(CCc1ccccc1)C(CCc1ccccc1)C(=O)Nc1ccc2c(c1)OCCO2 (stereo not given)	.	-25.5%	-8.8%	.	-0.7	?	.	i	4.8%
CCc1nc2c(OCCc3cccc(OC)c3)cccn2c1N(C)C(=O)c1ccc(OC)cc1	.	6.1%	-2.1%	.	0.5	35.1%	.	i	0.0%[9.22 µM]
N#Cc1cccc(NC(=O)c2cncn2-c2ccccc2)c1	19.4%	20.7%	2.2%	-4.6%	-1.1	-7.4%	0.0%	i	2.3%
CCCc1nc(SCC(=O)N2CCC(Cc3ccccc3)CC2)c2c(=O)n(C)c(=O)n(C)c2n1	-32.8%	-11.2%	-34.5%[inhibitor]	-4.8%	0.6	1.2%	0.3%	i	0.4%
O=C(C1=C[C@H](C2CC2)C[C@H](OCCCCO)O1)N1CCN(Cc2ccc3c(c2)OCO3)CC1	-21.8%	-8.3%	-4.3%	6.9%	-3.5	-7.0%	.	i	0.9%
c1ccc(-c2noc(COc3ccc4c(c3)OCO4)n2)cc1	?	12.7%	-7.3%	-3.8%	2.5	19.3%	-3.8%	i	2.9%
CCCN1C2=C(C(=O)CCC2)C(c2ccc(O)c(Br)c2)C2=C1CCCC2=O	13.2%	-15.6%	-21.4%	-0.6%	1.3	7.5%	-0.2%	i	-0.2%
CC(=O)c1ccc(N/N=C2/CCCNC2=O)cc1	?	-14.5%	5.8%	4.3%	0.2	-20.3%	0.8%	i	2.4%
O=C1[C@@H]2Cc3c([nH]c4ccccc34)C(c3cccc(Br)c3)N2C(=O)CN1C1CCN(Cc2ccccc2)CC1 (stereo not given in full)	?	-44.4%	3.2%	?	-0.8	15.8µM*	1.3%	i	23.0%
O=C(COc1c(Cl)cccc1Cl)Nc1ccccc1N1CCCC1	-7.2%	-1.5%	-4.8%	12.5%	-0.7	6.7%	-2.3%	i	-0.1%
CC(OC(=O)CCc1ccccc1)C(=O)Nc1ccc(Cl)cn1 (stereo not given)	-3.8%	-7.0%	?	-1.4%	-12.5	-0.1%	-2.1%	i	0.0%

An excerpt of these results, with values under each structure.
The line under a structure holds: Nrf2 block	HepG2 viability	Abeta yeast res	A549 viability	CCT modulator	TGFb inhibitor	MmCpn inh	Akt phos inh	Nrf2 activator
> COc1cc(OC)cc(C(=O)Nc2nc3ccccc3[nH]2)c1
→ 12.5%	-35.0%	3.8%	-18.0%	0.8	-54.8%	0.5%	.	11.0%
> CC1(C(=O)N2CCN(Cc3ccccc3Cl)CC2)CC1(Cl)Cl (stereo not given)
→ 7.9%	-12.3%	8.7%	-13.3%	0.5	-19.7%	-2.9%	i	2.8%

Additional records.
SMILES	Nrf2 block	HepG2 viability	Abeta yeast res	A549 viability	CCT modulator	TGFb inhibitor	MmCpn inh	Akt phos inh	Nrf2 activator
O=[N+]([O-])c1cc(S(=O)(=O)NCCN2CCOCC2)ccc1Cl	0.2%	0.1%	9.5%	-16.4%	-1.3	11.1%	-2.2%	i	?
CCCCCC(=O)N1c2ccccc2C(C)(c2ccccc2)CC1(C)C (stereo not given)	9.2%	-8.3%	3.4%	3.8%	.	?	.	.	3.0%
Cc1cccc(C)c1NC(=O)c1cccc2c1C(=O)N(C1CCCCC1)C2	?	-15.1%	2.6%	?	-2.3	?	0.9%	i	2.3%
Cc1nnc(SCC(=O)c2c(N)n(C)c(=O)n(C)c2=O)n1Cc1ccccc1	?	-37.7%	-22.5%	5.4%	-2.5	2.4%	1.1%	i	1.9%
O=C1NC(c2cccnc2)C(C(=O)c2cccs2)C(O)(C(F)(F)F)N1 (stereo not given)	9.4%	9.9%	-0.9%	5.3%	-1.9	0.4%	-5.1%	i	-0.2%
OC(CNCc1ccco1)Cn1c2ccccc2c2ccccc21 (stereo not given)	?	17.8µM*	9.8%	?	0.4	?	-0.3%	i	8.0%
COc1ccc(OC)c(S(=O)(=O)NC(C)c2cnn(-c3ccccn3)c2C)c1 (stereo not given)	9.5%	10.8%	0.0%	-2.0%	2.1	9.9%	1.2%	i	-0.3%
CCC(C)NC(=O)CSc1nc2cc(S(=O)(=O)N3CCOCC3)ccc2n1CC (stereo not given)	5.2%	0.0%	3.7%	-3.4%	1.8	0.5%	-2.4%	i	-0.4%
COc1ccc(NC(=O)N(C)C[C@H]2OCCCC[C@@H](C)Oc3ccc(N(C)C)cc3C(=O)N([C@H](C)CO)C[C@@H]2C)cc1	.	4.0%	9.1%	.	-2.3	1.3%	.	i	-1.1%
Cc1cc(C)nc(NS(=O)(=O)c2ccc(NC(=O)c3ccccc3Br)cc2)n1	.	-15.6%	-3.5%	.	-3.6	-14.5%	.	i	-1.7%
Cc1nn(C(C)C(=O)NCCCN2CCCCC2C)c(=O)c2c1sc1ccccc12 (stereo not given)	-0.6%	-25.9%	-11.1%	-3.9%	-1.7	-28.5%	0.4%	.	0.0%
Cc1nc(C)n(CC(C)C(=O)N2CCN(S(=O)(=O)c3ccc(Cl)cc3)CC2)n1 (stereo not given)	2.6%	11.5%	-6.3%	8.5%	0.6	16.6%	-0.7%	i	-0.3%
COc1ccc2c(CNCc3ccco3)c(C(=O)O)n(Cc3cccc(F)c3)c2c1	-24.9%	-28.1%	11.9%	?	.	-19.9%	.	.	10.6%
CC(C)(C)NC(=S)NCc1cccnc1	.	1.2%	-12.5%	-2.4%	2.0	28.7%	-5.3%	i	-0.8%

In the list so far, six contain an aryl methoxy group:
SMILES	Nrf2 block	HepG2 viability	Abeta yeast res	A549 viability	CCT modulator	TGFb inhibitor	MmCpn inh	Akt phos inh	Nrf2 activator
COc1cc(OC)cc(C(=O)Nc2nc3ccccc3[nH]2)c1	12.5%	-35.0%	3.8%	-18.0%	0.8	-54.8%	0.5%	.	11.0%
COc1ccc(CC(=O)OCc2cc3ccccc3[nH]c2=O)cc1	4.1%	-1.4%	1.3%	-2.2%	-2.9	-16.7%	-12.3%	i	0.0%
CCc1nc2c(OCCc3cccc(OC)c3)cccn2c1N(C)C(=O)c1ccc(OC)cc1	.	6.1%	-2.1%	.	0.5	35.1%	.	i	0.0%[9.22 µM]
COc1ccc(OC)c(S(=O)(=O)NC(C)c2cnn(-c3ccccn3)c2C)c1 (stereo not given)	9.5%	10.8%	0.0%	-2.0%	2.1	9.9%	1.2%	i	-0.3%
COc1ccc(NC(=O)N(C)C[C@H]2OCCCC[C@@H](C)Oc3ccc(N(C)C)cc3C(=O)N([C@H](C)CO)C[C@@H]2C)cc1	.	4.0%	9.1%	.	-2.3	1.3%	.	i	-1.1%
COc1ccc2c(CNCc3ccco3)c(C(=O)O)n(Cc3cccc(F)c3)c2c1	-24.9%	-28.1%	11.9%	?	.	-19.9%	.	.	10.6%

Random draw from the library, and some 4.3% of all compounds hit somewhere here.
